Screens as filed in PubChem BioAssay.
MIN6 prolif – induces beta-cell replication in MIN6 cells. MIN6 cells proliferation, ATPlite luminescence, 48 h; cells starved in 0.2% serum; 100% = growth in 10% serum. proliferation, % at 10 µM. hit rate 0.29% among 330,000;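 active = compounds whose signal lies at least 3.5 SD above the mean of all wells on their plate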;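 note: 0% = DMSO-treated cells in low-serum medium and 100% = 10% serum control; some compounds called inactive have numbers as strong as hits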
A3A deaminase – human APOBEC3A DNA deaminase inhibition. inhibition, % at 20 µM. P31941. hit rate 0.41% among 330,000. recombinant A3A, FAM/TAMRA ssDNA deamination fluorescence;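 active = at least 40% inhibition at 20 µM here, with at most 30% in a related deaminase screen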;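 note: plate controls were A3A with DMSO for no effect and wells lacking A3A enzyme for full effect; some results filed as inactive read as strong as hits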
Target sequence (P31941 whole entry, looked up): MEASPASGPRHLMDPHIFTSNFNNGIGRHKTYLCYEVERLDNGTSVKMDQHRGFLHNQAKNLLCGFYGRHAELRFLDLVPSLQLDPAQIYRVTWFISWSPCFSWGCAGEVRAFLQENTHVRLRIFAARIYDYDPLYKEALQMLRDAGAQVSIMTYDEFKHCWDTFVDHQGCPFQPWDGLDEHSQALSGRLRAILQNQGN
hIAP block – blocks human intestinal alkaline phosphatase. P09923. purified IAP, CDP-Star luminescence, 30 min. inhibition, % at 10 µM. hit rate 0.12% among 330,000. AID 2544;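 active = inhibition reaching a set limit with compound at 10 µM in the primary screen, cut at about 35% in these data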;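 note: plate controls were DMSO wells with enzyme for no effect and no-enzyme buffer wells for full effect; values of inactives mirror those of a sister screen read the other way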
Target sequence (P09923 whole entry, looked up): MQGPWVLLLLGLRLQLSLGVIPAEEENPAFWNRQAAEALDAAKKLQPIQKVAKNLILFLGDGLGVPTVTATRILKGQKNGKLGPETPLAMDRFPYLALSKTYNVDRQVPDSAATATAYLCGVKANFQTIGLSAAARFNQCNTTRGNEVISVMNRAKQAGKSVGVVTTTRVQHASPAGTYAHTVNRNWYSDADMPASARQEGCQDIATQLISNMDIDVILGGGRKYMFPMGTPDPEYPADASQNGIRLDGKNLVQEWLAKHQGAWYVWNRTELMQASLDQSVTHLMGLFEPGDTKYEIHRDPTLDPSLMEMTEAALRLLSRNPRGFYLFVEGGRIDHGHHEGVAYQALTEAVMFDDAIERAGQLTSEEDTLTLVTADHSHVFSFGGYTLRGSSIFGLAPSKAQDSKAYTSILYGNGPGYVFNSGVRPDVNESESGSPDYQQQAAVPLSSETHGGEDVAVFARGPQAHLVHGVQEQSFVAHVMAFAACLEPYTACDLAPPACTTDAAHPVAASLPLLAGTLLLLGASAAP
mIAP activ – mouse IAP activation | hit rate 0.24% among 330,000 | activation factor at 10 µM | muIAP, CDP-Star luminescence, 30 min; stronger effect = higher value; 1 = vehicle-only enzyme signal, 0 = enzyme-free wells;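 active = activation factor of at least 2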; note: the source names both 10 and 20 µM as test concentration; values of inactives mirror those of a sister screen read the other way
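Assay system: mouse IAP enzyme; Reagent: CDP-Star chemiluminescent phosphatase substrate; Compound: DMSO-dissolved test compounds; Incubation: 30 min, room temperature; Technique: luminescence from enzymatic CDP-Star hydrolysis; Controls: DMSO-only wells and no-enzyme negative control.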
A3G deaminase – inhibitors of human APOBEC3G DNA deaminase; Q9HC16; recombinant A3G, ssDNA deamination FAM/TAMRA fluorescence; inhibition, % at 20 µM; hit rate 0.28% among 330,000;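 active = inhibition of at least 40% at 20 µM, with no more than 30% in the related APOBEC3A deaminase screen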;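 note: plate controls were DMSO wells with A3G for no effect and wells lacking A3G enzyme for full effect; some compounds called inactive have numbers as strong as hits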
TIM10 inh – inhibits growth of TIM10 yeast strain; S. cerevisiae TIM10 strain growth, BacTiter-Glo luminescence, 24 h; inhibition, % at 10 µM; hit rate 1.4% among 330,000; AID 463195;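 active = inhibition of 40% or more at the single tested concentration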;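 note: wild-type TIM10 isogenic control strain grown at permissive 25 °C; 0% = DMSO yeast wells and 100% = minimal medium wells without yeast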
tim10-1 inh – tim10-1 yeast growth inhibition; inhibition, % at 20 µM; hit rate 2.2% among 330,000; S. cerevisiae tim10-1 ts strain growth, BacTiter-Glo, 24 h;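 active = inhibition of at least 40%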;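 note: mutant grown at 25 °C; 0% = DMSO wells with yeast and 100% = wells holding no yeast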
NLRP3 yeast inh – inhibitors of NALP3 inflammasome in yeast | Yeast reconstituted NLRP3/ASC/caspase-1, beta-gal luminescence, 24 h | inhibition, % at 10 µM | hit rate 0.39% among 330,000 | AID 2825;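 active = inhibition of 50% or more; inactive = inhibition below 50%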;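 note: plate controls were induced DMSO wells for no effect and uninduced yeast grown without galactose for full effect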
mIAP inh – blocks mouse intestinal alkaline phosphatase | purified mouse IAP, CDP-Star luminescence, 30 min | inhibition, % at 10 µM | hit rate 0.2% among 330,000 | AID 2806;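 active = inhibition of at least 40% at 10 µM in the primary screen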;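 note: plate controls were DMSO with enzyme for no effect and no enzyme wells for full effect; values of inactives mirror those of a sister screen read the other way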
* hit, by the source's call. No enrichment for hits; about 4.6% have a hit in one of these screens.

SMILES	MIN6 prolif	A3A deaminase	hIAP block	mIAP activ	A3G deaminase	TIM10 inh	tim10-1 inh	NLRP3 yeast inh	mIAP inh
CC(NC(=O)COC(=O)Cc1ccc(-c2ccccc2)cc1)c1ccccc1 (stereo not drawn)	0.0	0.9	1.7	0.986	-2.2	26.8	37.5	24.2	1.4
CCOc1cccc(C(=O)Nc2ccc3c(c2)OCCO3)c1	-3.9	-4.8	-20.3	1.14	-1.3	-7.4	-12.4	21.5	-13.6
Cc1cc(C(=O)OCC(=O)NCCc2ccc(S(N)(=O)=O)cc2)c2ccccc2n1	5.9	2.1	-6.6	0.982	0.4	9.4	4.5	13.1	1.8
O=C(CN(c1ccc(Cl)cc1)S(=O)(=O)c1ccccc1)N/N=C/c1ccco1	-2.3	3.2	-8.8	0.902	-4.6	23.3	30.5	-2.3	9.8
CCOC(=O)C1=C(COC(=O)COc2ccc(C(=O)CC)cc2)NC(=O)NC1C (stereo not drawn)	-3.3	-3.1	0.5	1.03	-8.7	-3.3	0.9	17.8	-3.0
Cn1c(CC(=O)Nc2ccccc2F)nnc1SCC(=O)Nc1nncs1	3.0	-0.8	1.1	1.01	-8.4	0.3	-9.9	12.0	-1.3
O=C(COC(=O)COc1ccc(Cl)cc1)Nc1ccc(F)c([N+](=O)[O-])c1	0.0	0.4	-6.7	0.927	-4.2	-2.5	6.7	16.8	7.3
O=C1N(Cc2ccccc2F)c2ccccc2C12OCCCO2	0.1	1.2	22.7	1.01	-4.1	15.1	11.8	10.7	-1.2
COC(=O)C1=C(O)CSC1=Nc1ccc(C)cc1	-0.7	7.0	9.9	1.02	-5.5	3.7	11.7	21.3	-2.0
CCc1ccc(CN2CCSCC2)cc1	-3.7	-3.4	4.3	0.991	-6.5	-23.8	-45.1	14.2	0.9
CCN(CC)S(=O)(=O)c1ccc(NC2c3ccccc3C(=O)N2CCN2CCOCC2)cc1 (stereo not drawn)	-0.7	-8.1	-2.8	0.932	-7.1	1.7	7.4	5.8	6.8
C1=C(c2ccco2)N2CCN=C2S1	-1.9	-12.7	-0.3	0.997	1.8	-11.4	19.1	8.0	0.3
CC(CCc1ccc(O)cc1)NCc1ccc(Cl)cc1Cl (stereo not drawn)	-1.4	-1.3	-29.5	1.04	-2.4	7.9	7.5	21.7	-4.3
CCOc1ccc(-n2ccnc2SCC(=O)Nc2nnc(C)s2)cc1	-1.4	-2.0	13.9	0.979	-2.1	1.7	9.4	4.5	2.1
O=C(NCCOc1ccccc1)c1ccc2c(c1)S(=O)(=O)c1cc(Cl)ccc1C2=O	-4.6	-0.4	4.4	0.921	-7.2	-19.7	-18.7	13.9	7.9
CN(C(=O)Cn1nc(C(=O)O)c2ccccc2c1=O)C1CCCCC1	1.3	2.2	-18.9	0.95	10.8	0.2	9.6	-13.6	5.0
COc1ccc(-c2nc(-c3ccccc3OC)no2)cc1OC	1.9	-3.6	6.9	0.922	-5.3	23.9	27.0	13.4	7.8
CNC(=S)Nc1ccc(-c2nc3ccc(C)cc3s2)cc1	-5.5	-3.5	3.1	1.05	-3.1	9.0	26.1	14.7	-4.7
CCCCc1nnc(NC(=O)c2ccc(OCc3c(C)noc3C)cc2)s1	-2.2	-0.3	-13.3	0.976	7.5	5.5	10.3	11.3	2.4
COCCN(C(=O)CNC(=O)c1ccco1)C(C(=O)NC1CCCC1)c1ccccc1 (stereo not drawn)	-1.9	0.4	-2.3	0.973	-5.8	-0.5	-6.4	19.8	2.7
COC(=O)C1C2C=CC(C3CC23)C1C(=O)OCC(=O)c1ccccc1 (stereo not drawn)	-3.4	0.4	-1.8	1.03	-5.1	-6.2	21.2	21.1	-3.1
C=C1c2cc(C)c(C)cc2NC(=O)N1c1ccccc1	-0.7	0.0	-2.7	0.985	-2.4	-22.2	-5.5	18.4	1.5
C#CCNC(=O)C1CCN(c2ccc(S(=O)(=O)N3CCOCC3)cc2Cl)CC1	-2.3	-6.8	-3.8	1.18	-4.9	-2.6	15.0	3.8	-17.6
C/C(=C\c1cc2ccccc2o1)C1Nc2cccc3cccc(c23)N1	-6.8	5.2	9.0	0.886	2.4	21.0	38.4	18.9	11.4
Cc1cc(S(=O)(=O)N2CCCC2)ccc1OCC(=O)N1CCC(C(N)=O)CC1	5.6	-0.9	10.9	0.959	-5.5	24.0	-5.9	16.5	4.1
COc1ccc(CCN(C)C(=O)c2cnc(C)cn2)cc1OC	0.4	2.5	3.4	1.01	-11.6	-9.6	1.5	22.8	-0.6
Cc1ccc(N2C(=O)CSC2c2ccccn2)cc1Cl (stereo not drawn)	0.4	3.5	7.9	0.927	0.7	-9.5	12.9	-4.5	7.3
Cn1c(=O)n(CCCO)c(=O)c2c1nc1n2CCCN1Cc1ccccc1	-1.4	-6.4	-7.4	1.02	-7.8	2.8	0.4	4.3	-2.3
Cc1cccc(-c2noc(CCCOc3ccc(Cl)cc3Cl)n2)c1	-0.8	1.2	7.5	1.02	-1.3	-3.4	8.3	4.0	-1.9
O=C(N/N=C/c1ccccn1)c1ccc(Br)cc1	-4.3	-4.7	-19.4	1.03	-7.0	3.0	-12.8	0.7	-3.5
CCOC(=O)c1c(C)[nH]c(C(=O)COc2ccc3c(c2)OCO3)c1C	-1.5	-1.3	21.7	1.08	-2.7	-29.5	-11.6	79.9*	-7.7
Cc1cc(C(=O)N2CCN(c3ccccc3)CC2)c(C)o1	2.9	1.2	-8.6	0.989	-3.3	-1.9	5.6	14.5	1.1
CSc1nccc(Oc2ccccc2Cl)n1	0.1	5.6	-8.0	1.06	1.3	8.7	8.7	-6.0	-5.7
CCOc1ccc(/C=C/C2=Cc3c(sc(NC(=O)CSc4n[nH]c(N)n4)c3C#N)C(C)(C)C2)cc1	-6.2	-3.6	10.6	0.721	-6.7	8.5	14.8	7.5	27.9
CC(C)C(NC=C1C(=O)OC(C)(C)OC1=O)C(=O)O (stereo not drawn)	-3.6	1.6	-10.9	1.03	-5.8	6.0	3.9	-1.2	-3.4
Cc1ccc(S(=O)(=O)N(C)C)cc1NC(=O)COC(=O)c1ccc2ccccc2n1	-1.8	-2.3	-0.7	0.939	-8.6	-15.0	3.8	2.9	6.1
COc1ccc(CSCC(=O)Nc2ccccc2)cc1[N+](=O)[O-]	0.2	-3.7	4.7	0.961	-5.9	-20.6	5.2	1.0	3.9
CCCNC(C)C(=O)Nc1ccccc1C (stereo not drawn)	-1.7	-3.7	-5.4	1.02	-6.8	8.3	8.4	3.3	-2.1
Cc1ccc(CNc2ccc(N3CCOCC3)cc2)s1	-1.9	-2.5	7.3	1.01	0.3	-6.1	6.0	22.2	-1.4
CCCOc1ccc(N2C(=O)CC(NCc3ccc(S(N)(=O)=O)cc3)C2=O)cc1 (stereo not drawn)	-2.7	4.9	-27.4	1.02	-2.7	11.6	14.9	10.4	-2.0
Cc1nc(CCNC(=O)CC2C(=O)NCCN2CC(C)(C)C)nc2c1CCC2 (stereo not drawn)	1.4	-2.7	-10.0	0.986	-1.3	7.3	-13.1	6.1	1.4
CC(C)(C)C(=O)N1CCN(C(c2ccccc2)c2ccccc2)CC1	-1.4	-0.8	5.4	0.952	-4.9	21.9	25.5	11.1	4.8
Cn1c(-c2cc3ccc(OC(=O)C(C)(C)C)cc3oc2=O)nc2ccccc21	-2.6	-0.8	11.4	1.05	-1.4	-0.3	21.4	-12.9	-4.9
CCn1cnc2c1c(=O)n(CC(=O)NCc1ccccc1)c(=O)n2Cc1ccccc1	1.8	-2.9	4.1	0.922	-0.5	12.4	4.9	-13.0	7.8
CC(C)[C@H](NC(=O)c1ccco1)C(=O)OCC(=O)Nc1ccccc1OC(F)F	1.2	-2.5	-0.4	1.01	-1.3	-18.5	2.7	9.5	-0.7
COc1ccc(Cl)cc1NC(=O)COC(=O)C1CC1	0.0	-2.8	22.1	1.03	-7.4	9.4	15.2	25.2	-3.2
CC(/C=N/NC(=O)c1cc(-c2cccn2C)n[nH]1)=C\c1ccccc1	-1.2	0.1	-82.9	0.876	2.2	0.8	3.2	-3.7	12.4
COc1cc(CNc2cccc(F)c2)cc(Br)c1O	-1.2	2.8	6.0	0.935	-0.8	3.2	3.3	0.5	6.5
COc1ccc(OC)c(CC(NC(C)=O)C(=O)NC2CCN(C(=O)c3cccc(C)c3)CC2)c1 (stereo not drawn)	-3.3	-2.0	12.6	1	-7.4	-4.9	-8.2	2.1	-0.2
CNc1nc(C)cc(C)c1S(=O)(=O)c1ccc(Cl)cc1	-3.8	-3.3	10.3	0.965	-4.9	-7.3	-10.9	32.6	3.5
COc1ccc(/C=C2/C(=O)N(c3nc4ccccc4s3)N=C2CSc2ccc(Cl)cc2)cc1	-6.1	2.2	-1.0	0.931	-5.8	9.9	9.4	16.3	6.9
O=C(COc1ccc(Cl)cc1Br)N1CCN(S(=O)(=O)c2ccccc2)CC1	-4.3	-0.5	-33.3	0.965	-3.2	-35.8	16.7	23.7	3.5
O=C(CN1CCN(C(=O)N2CCOCC2)CC1)Nc1ccc(Br)cc1	3.5	2.6	13.4	1.15	-1.1	-0.3	12.6	-2.2	-15.2
CCOC(=O)N1CCN(C(=O)CCc2ccc(S(=O)(=O)NCC(C)C)cc2)CC1	-1.2	-4.8	13.7	1.01	-12.9	11.7	8.3	7.5	-0.9
COc1ccc(CN(Cc2nc3ccccc3c(=O)[nH]2)C(=O)NC2CCCCC2)cc1	-0.6	-1.1	8.9	0.918	-0.6	28.6	28.2	4.5	8.2
COc1ccc(CCN(C)C(=O)CSc2nnc(C3CC3)n2N)cc1OC	-2.8	-1.0	13.1	0.923	-11.4	9.5	0.8	17.2	7.7
COCCNC(=O)c1ccc2c(c1)ncn2-c1ccc(C)c(Cl)c1	-0.1	-3.5	-0.8	0.978	-6.4	12.2	-14.5	9.0	2.2
CCN(CC)c1ccc(-c2n[nH]c(=S)n2-c2ccccc2)cc1	-3.3	-3.1	-21.1	0.999	-4.5	40.6*	21.3	16.5	0.1
CC(=O)N1c2ccc(S(=O)(=O)N3CCC(C(=O)NC4CCC(C)CC4)CC3)cc2CC1C (stereo not drawn)	-1.9	-2.5	-31.9	1.04	-1.7	2.9	8.4	-2.9	-3.9
COc1ccc(NC(=O)c2ccco2)cc1NC(=O)c1ccc(C)cc1	-1.1	1.5	14.7	0.914	-0.5	-6.3	-41.8	27.5	8.6
CCOC(=O)NNC(=O)c1[nH]c2ccc(Br)cc2c1-c1ccccc1	-6.1	-0.4	-21.7	0.831	-5.0	30.2	30.3	15.3	16.9

Three compounds already listed, arranged by SMILES length, largest number first:
SMILES	MIN6 prolif	A3A deaminase	hIAP block	mIAP activ	A3G deaminase	TIM10 inh	tim10-1 inh	NLRP3 yeast inh	mIAP inh
COc1ccc(/C=C2/C(=O)N(c3nc4ccccc4s3)N=C2CSc2ccc(Cl)cc2)cc1	-6.1	2.2	-1.0	0.931	-5.8	9.9	9.4	16.3	6.9
COc1ccc(CN(Cc2nc3ccccc3c(=O)[nH]2)C(=O)NC2CCCCC2)cc1	-0.6	-1.1	8.9	0.918	-0.6	28.6	28.2	4.5	8.2
CNc1nc(C)cc(C)c1S(=O)(=O)c1ccc(Cl)cc1	-3.8	-3.3	10.3	0.965	-4.9	-7.3	-10.9	32.6	3.5
